WT yeast gro inh: growth inhibition of WT yeast, mitochondrial fusion screen; mitochondrial fusion phenotypic screen, WT strain; inhibition, % at 10 µM; 2.1% of 190,000 active; in the data active = inhibition above about 58%; tested in S. cerevisiae
GPR35 arrestin U2OS: inhibition of zaprinast-stimulated GPR35 beta-arrestin translocation – imaging, U2OS, beta-arrestin-GFP, zaprinast agonist, primary screen (AID 2058); U2OS GPR35 beta-arrestin-GFP translocation imaging, zaprinast antagonism; higher % means a stronger effect; inhibition, % at 10 µM; hits with a dose series show IC50 in µM; 0.052% of 290,000 active;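 active = inhibition of at least 50% with at least 30 cells and total cytoplasm GFP at most 10,000,000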
LYP inhibition: inhibitors of LYP phosphatase, biochemical, fluorescence intensity, uHTS (AID 1779). 0.054% of 290,000 active. recombinant LYP phosphatase, fluorescence intensity; higher % means a stronger effect. one-dose inhibition, % at 11.5 µM; IC50 in µM for titrated hits; in the data active = inhibition above about 50%;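 also: plate controls were vehicle with enzyme for no effect and no enzyme for full effect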
AID2073: inhibitors of Mint1-CaV2.2 protein interaction, biochemical, HTRF (AID 2073) | HTRF protein-protein interaction, Mint1-CaV2.2; higher % means a stronger effect | one-dose inhibition, % at 20 µM; IC50 in µM for titrated hits | 0.19% of 290,000 active; in the data active = inhibition mostly above about 51%, no sharp cut-off; also: some results filed as inactive read as strong as hits
NS5 inhibitors: flavivirus cap methylation enzyme inhibition – biochemical, confirmation dose response, primary screen (AID 588689). Dengue-2 NS5 methyltransferase capping enzyme assay, biochemical; higher % means a stronger effect. one-dose inhibition, % at 25 µM; IC50 in µM for titrated hits. 0.3% of 340,000 active; in the data active = a potency from the dose series
Autophagy HCS: modulators of autophagy. MEF GFP-LC3 puncta imaging; test concentration mostly 10 µM. calls only at 10 µM (by protocol). 0.98% of 190,000 active. AID 463193;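 active = percentage of spot-positive cells more than 3 SD above its plate mean, without a fluorescence outlier flag or 80% toxicity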;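 also: spot-positive cell cutoff set from DMSO-treated cells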
NTR1 ag: agonists of NTR1, primary screen, imaging, U2OS cells, beta-arrestin-GFP, high content (AID 493036); NTR1-U2OS beta-arrestin-GFP spot imaging, agonist mode; activation, % at 20 µM; 0.17% of 330,000 active;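 active = activation at or above 40% of the spot to cytoplasm intensity ratio, with at least 20 cells analyzed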;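 also: 0% = DMSO without peptide and 100% = 100 nM NTR1 peptide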
Target sequence (P30989 whole entry, looked up): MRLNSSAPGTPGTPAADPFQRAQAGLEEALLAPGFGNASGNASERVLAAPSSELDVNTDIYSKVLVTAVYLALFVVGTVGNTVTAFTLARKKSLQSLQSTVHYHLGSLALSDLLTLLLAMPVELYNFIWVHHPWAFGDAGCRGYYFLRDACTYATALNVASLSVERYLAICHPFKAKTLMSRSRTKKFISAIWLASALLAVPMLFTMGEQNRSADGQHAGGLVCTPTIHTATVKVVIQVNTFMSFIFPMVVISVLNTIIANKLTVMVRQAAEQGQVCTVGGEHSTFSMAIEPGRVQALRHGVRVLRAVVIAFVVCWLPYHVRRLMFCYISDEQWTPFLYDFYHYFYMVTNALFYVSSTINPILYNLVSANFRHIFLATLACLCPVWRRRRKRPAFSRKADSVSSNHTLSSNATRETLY
K1F lysis inhibition: inhibition of K1F phage lysis, E. coli UTI89, bacterial capsule biogenesis inhibitors, alamar blue (AID 488966); E. coli UTI89 K1F phage lysis, alamar blue, 2 h; higher % means a stronger effect; one-dose inhibition, % at 100 µM; IC50 in µM for titrated hits; 0.02% of 340,000 active;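 active = phage lysis inhibition, versus mean bacterial control, above a set limit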;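 also: capsule biogenesis inhibitors block K1F phage lysis so surviving cells raise fluorescence; higher fluorescence means more inhibition of phage lysis; actives were called in the ten point dose series up to 300 µM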
RSV CPE inhibition: inhibition of RSV-induced cytopathic effect – HEp-2 cells, primary 10 µM value included (AID 2391). 0.13% of 310,000 active. one-dose CPE inhibition, % at 10 µM; IC50 in µM for titrated hits. HEp-2 cells, RSV-induced CPE inhibition; higher % means a stronger effect; in the data active = a potency from the dose series; also: strong numbers were not always called active
WT yeast gro inh mutant strain: further read-out of WT yeast gro inh, marked with its call; inhibition, %; mitochondrial fusion phenotypic screen, mutant strain inhibition
Autophagy HCS cell loss 18 h: further read-out of Autophagy HCS, marked with its call; toxicity, %; measured here: cell loss, nuclei count;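 cell loss after 18 h compound exposure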
NTR1 ag cell count 20 µM: also measured in NTR1 ag; calls as there; cell count; measured here: cell count, cytotoxicity flag
* = called active by the depositor; [ ] = dose if it differs, or a comment. Compounds as they come; overall some 2.6% were active at least once.

For CC(C)(Oc1ccc(Cl)cc1)C(=O)O the results were NS5 inhibitors -4%, NTR1 ag 0.1, K1F lysis inhibition 2.6%, RSV CPE inhibition -2.3% and NTR1 ag cell count 20 µM 62.
`COc1ccc(-n2c(SCC(N)=O)nc3sc4c(c3c2=O)CCC4)cc1` gave WT yeast gro inh 4, GPR35 arrestin U2OS 21%, LYP inhibition -1%, AID2073 -7%, NS5 inhibitors 11%, Autophagy HCS inactive, NTR1 ag 2.2, K1F lysis inhibition 0.0%, RSV CPE inhibition -0.8%, WT yeast gro inh mutant strain 10, Autophagy HCS cell loss 18 h -1 and NTR1 ag cell count 20 µM 60.
For CC(C)c1ccc(CN2CCC(C(=O)NCc3cccnc3)CC2)cc1 the results were WT yeast gro inh 3, GPR35 arrestin U2OS -3%, LYP inhibition -10%, AID2073 -3%, NS5 inhibitors -4%, Autophagy HCS inactive, NTR1 ag -1.0, K1F lysis inhibition -0.1%, RSV CPE inhibition 0.7%, WT yeast gro inh mutant strain 12, Autophagy HCS cell loss 18 h 2 and NTR1 ag cell count 20 µM 90.
Screening CC(C)Cn1c(SCC(=O)NC(=O)NC2CCCC2)nc2ccccc21 returned WT yeast gro inh 26, GPR35 arrestin U2OS -22%, LYP inhibition -1%, AID2073 0%, NS5 inhibitors -4%, Autophagy HCS inactive, NTR1 ag 7.7, K1F lysis inhibition -0.2%[50 µM], RSV CPE inhibition 13%, WT yeast gro inh mutant strain 6, Autophagy HCS cell loss 18 h -4 and NTR1 ag cell count 20 µM 49.
For CC(C)NC(=O)c1cc(-n2cnnc2)ccc1Cl the results were WT yeast gro inh -6, GPR35 arrestin U2OS -8%, LYP inhibition -7%, AID2073 -5%, NS5 inhibitors -3%, Autophagy HCS inactive, NTR1 ag 1.0, K1F lysis inhibition 2.9%, RSV CPE inhibition 1.4%, WT yeast gro inh mutant strain 3, Autophagy HCS cell loss 18 h 0 and NTR1 ag cell count 20 µM 51.
`Cc1ccc(/C=C/C(=O)Nc2ccc(S(=O)(=O)Nc3ncccn3)cc2)cc1` gave WT yeast gro inh -19, GPR35 arrestin U2OS 2%, LYP inhibition -13%, AID2073 -8%, NS5 inhibitors -5%, Autophagy HCS inactive, NTR1 ag 0.7, K1F lysis inhibition 0.3%, RSV CPE inhibition -0.3%, WT yeast gro inh mutant strain -16, Autophagy HCS cell loss 18 h 6 and NTR1 ag cell count 20 µM 31.
Screening O=[N+]([O-])c1cccc(P(=O)(O)c2cccc([N+](=O)[O-])c2)c1 returned GPR35 arrestin U2OS -10%, LYP inhibition -5%, AID2073 -3%, NS5 inhibitors -5%, NTR1 ag 1.8, K1F lysis inhibition 1.0% and NTR1 ag cell count 20 µM 42.
COc1ccc(CCN(C(=O)c2ccco2)C(C(=O)NC2CCCC2)c2ccncc2)cc1OC (centres undefined) was read as WT yeast gro inh 16, GPR35 arrestin U2OS -4%, LYP inhibition -8%, AID2073 -7%, NS5 inhibitors -7%, Autophagy HCS inactive, NTR1 ag -1.2, K1F lysis inhibition 0.2%, RSV CPE inhibition -0.7%, WT yeast gro inh mutant strain 12, Autophagy HCS cell loss 18 h 43 and NTR1 ag cell count 20 µM 73.
CCCC1=NN(C(=O)Cc2ccc(OC)c(OC)c2)C(O)(C(F)(F)F)C1 (centres undefined) was read as GPR35 arrestin U2OS -4%, LYP inhibition -5%, AID2073 17%, NS5 inhibitors 0%, NTR1 ag 0.9, K1F lysis inhibition -1.4% and NTR1 ag cell count 20 µM 40.
COc1cc(NC(=O)c2cc3c(Cl)nc4ccccc4c3s2)cc(OC)c1OC was read as WT yeast gro inh 8, GPR35 arrestin U2OS 4%, LYP inhibition 0%, AID2073 22%, NS5 inhibitors 6%, Autophagy HCS inactive, NTR1 ag 20, K1F lysis inhibition 0.9%[50 µM], RSV CPE inhibition 3.4%, WT yeast gro inh mutant strain -6, Autophagy HCS cell loss 18 h -6 and NTR1 ag cell count 20 µM 50.

Copied from above (2 entries):
`Cc1ccc(/C=C/C(=O)Nc2ccc(S(=O)(=O)Nc3ncccn3)cc2)cc1` gave WT yeast gro inh -19, GPR35 arrestin U2OS 2%, LYP inhibition -13%, AID2073 -8%, NS5 inhibitors -5%, Autophagy HCS inactive, NTR1 ag 0.7, K1F lysis inhibition 0.3%, RSV CPE inhibition -0.3%, WT yeast gro inh mutant strain -16, Autophagy HCS cell loss 18 h 6 and NTR1 ag cell count 20 µM 31.
Screening O=[N+]([O-])c1cccc(P(=O)(O)c2cccc([N+](=O)[O-])c2)c1 returned GPR35 arrestin U2OS -10%, LYP inhibition -5%, AID2073 -3%, NS5 inhibitors -5%, NTR1 ag 1.8, K1F lysis inhibition 1.0% and NTR1 ag cell count 20 µM 42.

Additional entries
For CCC1CCc2c(sc(NC(=O)c3cccnc3)c2C(N)=O)C1 (centres undefined) the results were WT yeast gro inh 0, GPR35 arrestin U2OS 4%, LYP inhibition -7%, AID2073 45%, NS5 inhibitors -17%, Autophagy HCS inactive, NTR1 ag 3.0, K1F lysis inhibition 0.3%, RSV CPE inhibition -1.3%, WT yeast gro inh mutant strain 8, Autophagy HCS cell loss 18 h 7 and NTR1 ag cell count 20 µM 95.
Screening CCC1CCCCN1CCCNC(=O)CC1Oc2ccccc2NC1=O (centres undefined) returned WT yeast gro inh 3, GPR35 arrestin U2OS 4%, LYP inhibition -3%, AID2073 6%, NS5 inhibitors -7%, Autophagy HCS inactive, NTR1 ag -0.8, K1F lysis inhibition 5.0%, RSV CPE inhibition 1.3%, WT yeast gro inh mutant strain 2, Autophagy HCS cell loss 18 h -3 and NTR1 ag cell count 20 µM 56.
Screening C=CCn1c(O)c(C(CC)=NCc2cccnc2)c(=O)[nH]c1=O returned WT yeast gro inh -5, GPR35 arrestin U2OS -10%, LYP inhibition -4%, AID2073 5%, NS5 inhibitors 1%, Autophagy HCS inactive, NTR1 ag 2.4, K1F lysis inhibition 0.1%, RSV CPE inhibition -0.1%, WT yeast gro inh mutant strain -5, Autophagy HCS cell loss 18 h -9 and NTR1 ag cell count 20 µM 73.
Cc1cccc(CCNS(=O)(=O)c2cc3c(cc2C)NC(=O)CO3)c1 was read as GPR35 arrestin U2OS -6%, LYP inhibition -6%, AID2073 0%, NS5 inhibitors 3%, NTR1 ag 0.0, K1F lysis inhibition 3.8%, RSV CPE inhibition 2.9% and NTR1 ag cell count 20 µM 59.
O=C(CN1C(=O)NC2(CCCC2)C1=O)Nc1ccccc1 was read as GPR35 arrestin U2OS -1%, LYP inhibition -7%, AID2073 10%, NS5 inhibitors 1%, NTR1 ag -0.8, K1F lysis inhibition 0.1%, RSV CPE inhibition 1.2% and NTR1 ag cell count 20 µM 60.
O=C(c1ccc(F)c(S(=O)(=O)N2CCOCC2)c1)N1CCc2ccccc21 was read as GPR35 arrestin U2OS 7%, LYP inhibition -2%, AID2073 5%, NS5 inhibitors -10%, NTR1 ag -0.8, K1F lysis inhibition -0.2%, RSV CPE inhibition 6.3% and NTR1 ag cell count 20 µM 54.
`COC(=O)c1c(NC(=O)c2nc3ccccc3s2)sc2c1CCN(C(C)=O)C2` gave WT yeast gro inh -2, GPR35 arrestin U2OS -9%, LYP inhibition 0%, AID2073 22%, NS5 inhibitors 6%, Autophagy HCS inactive, NTR1 ag 6.2, K1F lysis inhibition -1.3%, RSV CPE inhibition -0.6%, WT yeast gro inh mutant strain 3, Autophagy HCS cell loss 18 h 0 and NTR1 ag cell count 20 µM 47.
`CC(C)(C)OC(=O)N1CCC(CC2CC(c3cccc(Br)c3)=NO2)(C(=O)NCC2CCCCC2)CC1` (centres undefined) gave GPR35 arrestin U2OS 19%, LYP inhibition -4%, AID2073 13%, NS5 inhibitors -3%, NTR1 ag -1.4, K1F lysis inhibition 0.9%, RSV CPE inhibition 0.1% and NTR1 ag cell count 20 µM 95.
For O=[N+]([O-])c1ccc(C[n+]2ccc(Cc3ccccc3)cc2)cc1 the results were WT yeast gro inh 23, GPR35 arrestin U2OS -15%, LYP inhibition -4%, AID2073 19%, NS5 inhibitors -1%, Autophagy HCS inactive, NTR1 ag -1.1, K1F lysis inhibition -0.4%, RSV CPE inhibition -1.1%, WT yeast gro inh mutant strain 7, Autophagy HCS cell loss 18 h 10 and NTR1 ag cell count 20 µM 85.
Screening O=C(O)c1ccccc1SC1CC(=O)N(c2ccc3c(c2)OCO3)C1=O (centres undefined) returned WT yeast gro inh -16, GPR35 arrestin U2OS 0%, LYP inhibition -3%, AID2073 44%, NS5 inhibitors 5%, Autophagy HCS inactive, NTR1 ag 1.0, K1F lysis inhibition -0.2%, RSV CPE inhibition -0.6%, WT yeast gro inh mutant strain 6, Autophagy HCS cell loss 18 h 7 and NTR1 ag cell count 20 µM 52.
Screening CNC(=O)c1cc(Nc2nnc(-c3ccc(O)cc3)c3ccccc23)ccc1OC returned WT yeast gro inh -3, GPR35 arrestin U2OS 0%, LYP inhibition -2%, AID2073 8%, NS5 inhibitors -8%, Autophagy HCS inactive, NTR1 ag 6.1, K1F lysis inhibition -0.1%, RSV CPE inhibition -1.8%, WT yeast gro inh mutant strain 8, Autophagy HCS cell loss 18 h -9 and NTR1 ag cell count 20 µM 38.
`Cc1ccc(C23CC4CC(CC(CC(=O)N5CCOCC5)(C4)C2)C3)cc1` gave WT yeast gro inh 28, GPR35 arrestin U2OS -11%, LYP inhibition -5%, AID2073 -5%, NS5 inhibitors -15%, Autophagy HCS inactive, NTR1 ag 0.5, K1F lysis inhibition -0.1%, RSV CPE inhibition 17%, WT yeast gro inh mutant strain 8, Autophagy HCS cell loss 18 h -1 and NTR1 ag cell count 20 µM 85.
COc1ccc(NC(=S)N/N=C2\CC(C)(C)Oc3ccc(OC)cc32)cc1 was read as WT yeast gro inh 1, GPR35 arrestin U2OS 10%, LYP inhibition 3%, AID2073 -8%, NS5 inhibitors 3%, Autophagy HCS inactive, NTR1 ag -1.5, K1F lysis inhibition 5.6%, RSV CPE inhibition 2.3%, WT yeast gro inh mutant strain -3, Autophagy HCS cell loss 18 h 18 and NTR1 ag cell count 20 µM 49.
For C/C(=N\NC(=O)C1(C)CC1(Br)Br)c1ccc(NC(=O)c2ccc(C)o2)cc1 (centres undefined) the results were WT yeast gro inh 2, GPR35 arrestin U2OS -3%, LYP inhibition -9%, AID2073 -4%, NS5 inhibitors -7%, Autophagy HCS inactive, NTR1 ag 0.8, K1F lysis inhibition 0.7%[50 µM], RSV CPE inhibition 5.7%, WT yeast gro inh mutant strain -11, Autophagy HCS cell loss 18 h -10 and NTR1 ag cell count 20 µM 47.
